From PubChem BioAssay
HCV inh – HCV inhibition; Potency, µM (top dose mostly 41.8 µM), inactives show top-dose activity change, negative = inhibition, usual class: inhibitors; AID 651820; Huh7.5.1 HCVcc-Cre infection, luciferase reporter, 44 h; 3.4% of 340,000 active; also: potency is read from the fitted curve at half-maximal effect
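Infectious HCV cell culture screen: compound-treated cells (1,000/well, pre-plated 4 h) are infected with HCVcc-Cre at roughly 0.5 moi and grown 44 h. Infection is quantified by luciferase signal after 15 min substrate incubation at room temperature.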
AmpC no deterg – blocks E. coli AmpC beta-lactamase in detergent-free assay; P00811; AmpC nitrocefin hydrolysis, absorbance 480 nm, 0.0001% Triton; Potency, µM (top dose mostly 57.1 µM), for inactives: at the top dose activity change, negative = inhibition, actives largely listed as inhibitors; 0.52% of 330,000 active;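 also: potency is read from the fitted curve at half-maximal effect; plate controls were no compound for no effect and no enzyme for full effect; nearly all actives have a fitted effect of over 20% in size; some results filed as inactive show a strong effect at the top dose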
Target sequence (P00811 whole entry, looked up): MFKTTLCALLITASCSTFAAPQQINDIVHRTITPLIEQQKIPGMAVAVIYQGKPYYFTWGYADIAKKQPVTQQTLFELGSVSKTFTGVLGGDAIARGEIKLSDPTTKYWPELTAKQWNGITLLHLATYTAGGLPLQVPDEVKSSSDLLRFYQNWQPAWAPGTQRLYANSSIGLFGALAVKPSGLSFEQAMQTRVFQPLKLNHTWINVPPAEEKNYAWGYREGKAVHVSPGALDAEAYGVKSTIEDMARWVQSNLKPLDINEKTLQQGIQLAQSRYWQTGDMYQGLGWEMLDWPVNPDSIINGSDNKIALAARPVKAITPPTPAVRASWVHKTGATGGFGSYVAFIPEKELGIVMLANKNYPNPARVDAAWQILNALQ
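AmpC (5.3 nM in the dispensed reagent) in 20 mM phosphate pH 7.0 with 0.01% (detergent screen) or 0.0001% Triton X-100 was preincubated with compounds for 15 min at room temperature. Nitrocefin was then added from an 800 uM solution, and hydrolysis was followed at 480 nm.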
Sm TGR inh – inhibitors of Schistosoma mansoni thioredoxin glutathione reductase | Q962Y6 | purified TGR, DTNB reduction, TNB absorbance 405 nm | Potency, µM (highest dose often 114 µM), without a hit: at the top dose activity change, negative = inhibition, actives largely listed as inhibitors | 3% of 360,000 active; also: potency is read from the fitted curve at half-maximal effect; nearly all actives have a fitted effect of over 60% in size
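First, TGR (20 nM dispensed) and NADPH were mixed with compound. Second, a 15 min room-temperature incubation followed. Third, further NADPH and then DTNB were added to start the reaction. Finally, TNB absorbance was monitored kinetically.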
HCMV inh – human cytomegalovirus inhibition; HFF cells, HCMV-luciferase reporter, 72 h; stronger effect = lower value; activity change, negative = inhibition, % at 57.5 µM; 4.5% of 410,000 active; in the data active = activity change below about -60%; inconclusive = no clear call, values can overlap the other calls; inactive = above about -39%
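Steps: HFFs plated, 16 h 37C; compounds added; HCMV-luciferase added to MOI 1 PFU/cell; 72 h 37C; OneGlo reagent, 5 min room temperature; luminescence read, normalized to controls.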
AmpC inh detg – AmpC beta-lactamase inhibition with detergent present | P00811 | AmpC hydrolysis of nitrocefin, absorbance 480 nm, 0.01% Triton | Potency, µM (titrated, usually from 114 µM), without a hit: top-dose activity change, negative = inhibition, hits mostly inhibitors | AID 485294 | 0.041% of 370,000 active;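 also: potency is read from the fitted curve at half-maximal effect; 0% = no-compound wells and -100% = no-enzyme wells; nearly all actives have a fitted effect of over 25% in size; some results filed as inactive show a strong effect at the top dose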
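AmpC (5.3 nM in the dispensed reagent) in 20 mM phosphate pH 7.0 with 0.01% (detergent screen) or 0.0001% Triton X-100 was preincubated with compounds for 15 min at room temperature. Nitrocefin was then added from an 800 uM solution, and hydrolysis was followed at 480 nm.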
FBPA Giardia inh – Giardia lamblia aldolase inhibition; Potency, µM (series often up to 59.6 µM), without a hit: at the top dose activity, negative = inhibition, actives largely listed as inhibitors; A8B2U2; 0.71% of 290,000 active; AID 2451; purified Giardia FBPA; also: potency is read from the fitted curve at half-maximal effect; nearly all actives have a fitted effect of over 55% in size
Target sequence (A8B2U2 whole entry, looked up): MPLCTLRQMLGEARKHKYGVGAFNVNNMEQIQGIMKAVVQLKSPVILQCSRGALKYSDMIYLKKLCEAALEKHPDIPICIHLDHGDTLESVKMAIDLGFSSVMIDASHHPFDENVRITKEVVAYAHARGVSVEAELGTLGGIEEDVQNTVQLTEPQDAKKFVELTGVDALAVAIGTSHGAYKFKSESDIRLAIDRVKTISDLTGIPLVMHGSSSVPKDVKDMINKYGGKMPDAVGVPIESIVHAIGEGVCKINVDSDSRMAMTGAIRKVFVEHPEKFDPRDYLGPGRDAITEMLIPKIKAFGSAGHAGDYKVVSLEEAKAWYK
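Giardia FBPA (40 nM reagent) was preincubated 10 min at RT with compound (up to 57.5 uM final), then substrate plus GAPDH/TPI/NAD/arsenate coupling system with diaphorase/resazurin was added; resorufin fluorescence (525/598 nm) was read after 20 min.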
Starred values were filed as active, the others as inactive; ? = inconclusive; . = not tested or not shown; & = joins results of further samples; [ ] = another dose, or the depositor's remark. Unless noted, calls follow the shape of the dose curve; as a rule, active = well fitted curve in the direction sought with a large enough effect; inconclusive = small, poorly fitted or top-dose-only effect, or another doubt; inactive = no such curve, though single readings can be large; an effect the other way counts as inactive or inconclusive. Unless noted, % is scaled to controls: 0 for no effect and ±100 for the full control effect. The order is random; overall some 9.9% were active at least once.

Order of values – HCV inh | AmpC no deterg | Sm TGR inh | HCMV inh | AmpC inh detg | FBPA Giardia inh
COc1cccc(CN2CCc3nc(Nc4ccc5c(c4)OCCO5)ncc3C2)c1
    . | . | -4% | 6 | 0% | .
Cc1ccc(OCCCCNC(C)c2ccccc2)c(C)c1 (configuration not stated)
    10µM* | -2% | 7% | 12 | -12% | ?
COC(=O)c1cc(=O)n(-c2c(Cl)cc(C(F)(F)F)cc2Cl)[nH]1
    12% | -22% | 1% | 32 | -2% | 3%
Cc1cc(C)nc(SCC(=O)c2ccc(F)cc2F)n1
    0% | 1% | -3% | -3 | -1% | -13%
Cc1nnc(SCc2cc(=O)[nH]c(N3CCN(Cc4ccccc4)CC3)n2)s1
    9% | -23% | -5% | 6 | -4% | -2%
CC(C)(C)c1ccc(S(=O)(=O)N2CCC(NC(=O)c3ccco3)CC2)cc1
    19% | 2% | 6% | -8 | 6% | .
COc1cccc(C(=O)NCc2nnc(SCC(=O)Nc3nccs3)n2-c2ccccc2)c1
    3% | -9% | -9% | -1 | -2% | -2%
CC(c1ccccc1)n1c(-c2ccc(Cl)cc2)n[nH]c1=S (configuration not stated)
    21% | ? | 0% | 52 | -7% | 9%
O=C(Cc1csc(-c2ccccc2)n1)NCc1cccs1
    -3% | -11% | 1% | -15 | -14% | 0%
O=C(COc1cc2oc(=O)c3c(c2cc1Cl)CCC3)N1C[C@H]2C[C@@H](C1)c1cccc(=O)n1C2
    -5% | 39% | 4% | -37 | -5% | -8%
COc1ccccc1N1CCN(C(=O)c2ccc3c(c2)N(Cc2ccccc2)C(=O)c2ccccc2S3(=O)=O)CC1
    . | . | 4% | 5 | -6% | .
COc1ccc(C(=O)CNc2ccccc2C#N)cc1
    -8% | -31% | 1% | 113 | -1% | 0%
COc1cccc(C(=O)C2CCCN(Cc3c(C)n(C)n(-c4ccccc4)c3=O)C2)c1 (configuration not stated)
    -5% | 15% | -13% | -37 | 0% | 1%
COc1cccc(NC(=O)Nc2ccc(C)c(Cl)c2)c1
    -21% | -31% | 14% | -14 | -9% | 0%
CN1C(=O)Cc2cc(S(=O)(=O)CCC(=O)N3CCN(c4ccc(Cl)cc4)CC3)ccc21
    . | . | ? | -22 | 0% | .
O=C(Nc1ccc(-c2cn3cccnc3n2)cc1)c1cc(Br)ccc1Cl
    . | . | -1% | -12 | 3% | .
CN(CCCC[C@H](CNCc1ccc(-c2ccccc2)cc1)N1C[C@H](c2ccccc2)N(CCc2ccc(Cl)c(Cl)c2)C(=O)C1=O)Cc1ccc(-c2ccccc2)cc1
    . | 56% | -31% | . | 2% | -4%
Cc1cc(N2CC(C(=O)Nc3nccs3)CC2=O)ccc1C(C)C (configuration not stated)
    -10% | -4% | 7% | -17 | -12% | .
COc1ccc(NC(=O)c2ccccc2-c2ccccc2)c(C)c1
    5% | -11% | . | -14 | 1% | 4%
COc1ccccc1Cc1nc2ccccc2nc1SCC(=O)N(C)c1ccc(F)cc1
    . | . | 3% | -14 | 3% | .

Reformatted with each value named: two of the compounds above.
Cc1cc(C)nc(SCC(=O)c2ccc(F)cc2F)n1
  HCV inh: 0%
  AmpC no deterg: 1%
  Sm TGR inh: -3%
  HCMV inh: -3
  AmpC inh detg: -1%
  FBPA Giardia inh: -13%
Cc1nnc(SCc2cc(=O)[nH]c(N3CCN(Cc4ccccc4)CC3)n2)s1
  HCV inh: 9%
  AmpC no deterg: -23%
  Sm TGR inh: -5%
  HCMV inh: 6
  AmpC inh detg: -4%
  FBPA Giardia inh: -2%

The listing continues.
Order of values – HCV inh | AmpC no deterg | Sm TGR inh | HCMV inh | AmpC inh detg | FBPA Giardia inh
CCOC(=O)c1noc2ncnc(N3CCN(c4cccc(C(F)(F)F)c4)CC3)c12
    . | . | 1% | -27 | 17% | .
Clc1cccc(-c2ccnc3nc(-n4cccc4)nn23)c1
    -5% | -5% | 8% | 26 | -2% | 10%
Cc1ccc(Sc2sc(=O)n(C)c2S(=O)(=O)c2ccc(C)cc2)cc1
    -1% | -13% | -2% | ? | -6% | 0%
CSCC[C@H](NC(=O)[C@@H]1Cc2ccccc2CN1)C(=O)NC1CCCCC1
    11% | -17% | -1% | 5 | -3% | -23%
O=C(O)c1cc(NS(=O)(=O)c2cccc3ccccc23)ccc1O
    . | -23% | 12% | . | 1% | ?
O=C(Nc1cc(Cl)ccc1Oc1ccccc1)C1=COCCO1
    -27% | 2% | -3% | -5 | 3% | .
Clc1cccc(N2CCN(c3ncnc4c3nc3n4CCCCC3)CC2)c1
    . | . | -12% | -73* | 19% | .
COc1ccccc1N1CCN(CC(=O)Nc2ccc(Cl)c(C(F)(F)F)c2)CC1
    ? | 161%[activator] | 1% | 25 | ? | -7%
c1ccc(Nc2ccc3c4c(cccc24)CC3)cc1
    7% | -28% | -1% | -1 | -1% | -19%
O=C(Nc1ccc(Cl)cn1)C1CC1
    7% | -1% | 0% | -32 | ? | 1%
CN(C)c1ccc(/C=C2/C(=N\O)C3CCN2CC3)cc1
    -14% | -14% | -11% | -98* | 0% | -9%
CCOC(=O)C1(CCCc2ccccc2)CCN(S(C)(=O)=O)CC1
    1% | 92%[activator] | 1% | 9 | 1% | 9%
CCCc1cc(-c2n[nH]c(=S)n2-c2cccc(C)c2)cs1
    2% | -18% | . | ? | 6% | -1%
CCn1c(SCC(=O)c2c(N)n(C3CC3)c(=O)[nH]c2=O)nc2cc(S(N)(=O)=O)ccc21
    ? | -39% | 0% | -6 | ? | .
Cc1cc(Cc2cc(C)c(N)cc2C)c(C)cc1N
    2% | 6% | . | 10 | 3% | -26%
Cc1cccc(-n2c(-c3ccccc3)cn3c4c(=O)[nH]c(=O)n(C)c4nc23)c1
    . | . | -3% | 5 | 23% | .
CCN1CCCC1CNC(=O)c1ccc2c(=O)n(CCOC)c(=O)[nH]c2c1 (configuration not stated)
    -9% | -19% | ? | -13 | -10% | -10%
CN(CCO)c1ncnc2nc[nH]c12
    -7% | -17% | 1% | -27 | 1% | 2%
Cc1ccc(CN2CCN(C(=O)CC(C)C)CC2)cc1
    3% | 0% | 0% | 10 | -13% | ?
O=C(Nc1cccc(F)c1)c1coc(=O)c(Br)c1
    16% | -24% | ? | 155 | -2% | 6%
CCC1CN(C(=O)N2CCC(C(=O)NCCc3ccc(OC)cc3OC)CC2)c2cc(C)ccc2O1 (configuration not stated)
    . | . | -6% | -1 | -8% | .
COc1cc2c(cc1OC)CN(CC(=O)Nc1ccccc1C#N)CC2
    ? | -3% | -1% | 43 | -12% | 1%
CCOC(=O)c1ccccc1NC(=O)N(Cc1ccc(C)cc1)Cc1cccn1-c1nnc(N2CCCC2=O)s1
    . | . | 2% | 57 | 14% | .
COc1ccc(-c2noc(C)c2-c2ccc3ccccc3n2)c(O)c1
    ? | -32% | 11% | 3 | -14% | 1%
Cc1nnc2n(-c3ccc(Cl)cc3)c(=O)c3c4c(sc3n12)CN(C)CC4
    . | -5% | -21% | . | -15% | -6%
Cn1c(O)c(C=NCC2CCNCC2)c(=O)n(C)c1=O
    20% | -11% | 1% | . | -4% | 5%
CN(c1ccccc1)S(=O)(=O)c1ccc(NC(=O)c2ccco2)cc1
    -3% | -8% | -2% | -30 | -5% | 1%
Cc1cc(F)ccc1NC(=O)CCS(=O)(=O)c1ccc2c(c1)NC(=O)CO2
    . | . | -1% | -6 | 11% | .
Cc1cc(-n2c(C)cc(C(=S)N3CCOCC3)c2C)ccc1Br
    ? | 33% | -23% | -66* | 0% | 13%
COc1ccc(NS(=O)(=O)c2ccc3ccccc3c2)c2ncccc12
    ? | -42% | 7% | -92* | ? | 12%
Cc1cc(O)cc(O[C@H]2OC(CO)[C@H](O)[C@@H](O)[C@H]2O)c1 (some centres not stated)
    -2%[8.37 µM] | -11% | -4% | -25 | -11% | -1%
CC(/C=C1\SC(=S)N(NC(=O)c2ccc(O)cc2)C1=O)=C\c1ccccc1
    -11% | -1% | -7% | -11 | ? | -16%
COc1ccc(C2=C(CN(C)C)C(c3ccccc3)c3ccccc3O2)cc1 (configuration not stated)
    -1% | 102%&90%[activator] | -2%&16% | -25 | ? | -19%&-6%
COc1cc(Cl)ccc1OCc1cc(C(=O)N2C[C@@H]3CCC[C@H]2C3)no1
    -16% | 80%[activator] | ? | 296 | 2% | .
CCOC(=O)c1sc2nccc(OC)c2c1N=CNOC
    -12% | 22% | 5% | -22 | -14% | -1%
Cc1nc(SCC(=O)NCCc2ccccc2)c2c(=O)n(C)c(=O)n(C)c2n1
    7% | 1% | 5% | 6 | -1% | 3%
O=C(CCCCCNC(=O)N1CCn2c1nc1ccccc12)N[C@@H](Cc1ccccc1)C(=O)O
    -6% | -5% | -15% | 12 | ? | -9%
O=C(CCn1c(=O)c2cccn2c2cccnc21)N1CCN(c2ccc(Cl)cc2)CC1
    . | . | 0% | ? | 7% | .
COc1ccc(/C=C/c2c(-c3ccc(OC)cc3)sc3cc(OC)c(OC)cc23)cc1
    2.5µM* | 3% | . | -10 | . | .
O=C(NC1CCN(C(=O)NC2CCCCC2)CC1)c1cccc(F)c1
    -5% | -11% | 0% | 38 | ? | -12%
O=C(c1cccc(C(F)(F)F)c1)C1CCCN(C(=O)c2cc(C3CC3)[nH]n2)C1 (configuration not stated)
    ? | 36% | -1% | -67* | 3% | 1%
CC(=Nc1ccccc1)C1=C(O)COC1=O
    7% | -13% | 0% | 27 | ? | -1%
Cc1n[nH]c(=O)n1-c1cccc(C(F)(F)F)c1
    9% | 0% | 7% | 6 | -2% | 5%
O=C(O)c1ccc(Cl)c(NC(=O)C2CCCN2S(=O)(=O)c2cccc3nsnc23)c1 (configuration not stated)
    14% | -18% | 9% | 32 | -14% | 5%
O=c1[nH]cccc1-c1nc2ccccc2n1Cc1ccccc1F
    -1% | 1% | -13% | -26 | -9% | 2%
O=c1ccc(Oc2nc(N3CCOCC3)nc(N3CCOCC3)n2)nn1-c1ccccc1
    15% | 75%[activator] | -17% | 26 | -9% | -1%
CCCCOc1ccccc1C(=O)N(Cc1ccc(C)o1)C1CCS(=O)(=O)C1 (configuration not stated)
    -8% | 57% | ? | -8&21 | 0%&-8% | .
CCn1nc(C(=O)OCC(=O)NCC(C)C)c2ccccc2c1=O
    2% | 3% | -9% | 14 | ? | 3%
CCOC(=O)C1=C(C)Nc2ccccc2N=C1NC(=O)Cc1ccc(Br)cc1
    -7% | -3% | 5% | -2 | -7% | 2%

An excerpt of these results, with bars between the fields.
mol | HCV inh | AmpC no deterg | Sm TGR inh | HCMV inh | AmpC inh detg | FBPA Giardia inh
O=C(O)c1ccc(Cl)c(NC(=O)C2CCCN2S(=O)(=O)c2cccc3nsnc23)c1 (configuration not stated) | 14% | -18% | 9% | 32 | -14% | 5%
CCOC(=O)C1=C(C)Nc2ccccc2N=C1NC(=O)Cc1ccc(Br)cc1 | -7% | -3% | 5% | -2 | -7% | 2%
